# Source: PubChem BioAssay (several laboratories)
# ANO1 block – TMEM16A chloride channel inhibitors, primary screen, cell-based, HTS; 1.2% of 310,000 active; HEK293 TMEM16A/YFP iodide influx fluorescence, ionomycin; AID 588511, 2011; normalized B-score (activity score, 25-100; higher = stronger inhibition) at 10 µM; Anoctamin-1 (Mus musculus), Q8BHY3;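 active = ratio plate-corrected score three or more library SD toward inhibition, starting fluorescence score within five deviations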;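 also: score derived from kinetic fluorescence span divided by baseline fluorescence per well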
# KCNQ1 inh – inhibitors of human KCNQ1 channel, primary screen, cell-based, thallium flux, high-throughput; B-score at 10 µM; 1.3% of 310,000 active; Potassium voltage-gated channel subfamily KQT member 1 (Homo sapiens), P51787; CHO-K1 KCNQ1, FluxOR thallium flux fluorescence; stronger effect = higher value;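 active = compounds whose thallium flux B-score, printed positive for inhibition, exceeds three library SD while starting fluorescence stays within three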;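 also: channel opened by potassium depolarization with thallium stimulus after 20 min compound exposure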
# HDAC3 inhib – HDAC3 deacetylase inhibitors, primary screen, biochemical, fluorescence, cell-free homogeneous | Histone deacetylase 3 (Homo sapiens), O15379 | recombinant HDAC3, fluorogenic peptide/trypsin coupled | inhibition, % at 8.3 µM | 0.15% of 320,000 active; in the data active = inhibition above about 26%, passing the limit was not always enough; inconclusive = no clear call, values can overlap the other calls
# Target sequence (O15379 whole entry, looked up): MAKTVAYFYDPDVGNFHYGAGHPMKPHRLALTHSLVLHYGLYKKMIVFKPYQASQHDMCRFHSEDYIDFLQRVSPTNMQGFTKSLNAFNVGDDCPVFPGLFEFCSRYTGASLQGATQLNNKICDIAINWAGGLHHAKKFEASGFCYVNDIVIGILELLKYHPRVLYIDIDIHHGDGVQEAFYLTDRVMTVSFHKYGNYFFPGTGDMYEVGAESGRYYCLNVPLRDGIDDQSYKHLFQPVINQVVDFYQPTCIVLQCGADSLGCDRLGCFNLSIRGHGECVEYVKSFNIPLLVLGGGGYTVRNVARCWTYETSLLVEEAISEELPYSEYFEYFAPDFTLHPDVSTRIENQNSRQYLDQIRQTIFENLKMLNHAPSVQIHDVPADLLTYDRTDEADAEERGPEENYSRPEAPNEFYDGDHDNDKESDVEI
# RGS4 block – RGS4 inhibitors, primary screen, cell-based, HEK293 M3R inducible RGS4, calcium flux. B-score at 10 µM. Regulator of G-protein signaling 4 (Homo sapiens), P49798. AID 463165, 2010. Fluo-4 calcium flux; stronger effect = higher value; triggered by carbachol at its EC20. 0.45% of 310,000 active;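 active = B-score, a plate-corrected calcium signal, over three deviations above library mean, with baseline fluorescence within five deviations of library mean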;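 also: RGS4 expression induced by doxycycline in cells with stable M3 receptor; B-score is computed from the integrated fluorescence ratio over baseline after carbachol; higher B-score means a larger calcium signal and so more RGS4 inhibition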
# Target sequence (P49798 whole entry, looked up): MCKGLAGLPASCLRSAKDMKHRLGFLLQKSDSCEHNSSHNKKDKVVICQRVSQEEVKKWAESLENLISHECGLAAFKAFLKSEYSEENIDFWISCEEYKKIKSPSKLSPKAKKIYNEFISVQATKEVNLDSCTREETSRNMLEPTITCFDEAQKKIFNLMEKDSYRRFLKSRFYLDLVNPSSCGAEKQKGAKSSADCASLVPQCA
# TMEM16A act – TMEM16A chloride channel activators or potentiators, primary screen, cell-based, HTS. Anoctamin-1 (Mus musculus), Q8BHY3. HEK293 TMEM16A/YFP-H148Q/I152L, iodide quench fluorescence; stronger effect = lower value. AID 623877, 2012. 0.3% of 340,000 active. B-score at 10 µM;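 active = fluorescence-ratio B-score plate-corrected deviation score at least 3 library SD below zero, with starting fluorescence score within 5 deviations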;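 also: channel opened by trigger with iodide after compound preincubation; score built on the fluorescence ratio of max minus min over baseline; more negative score means more quench and so TMEM16A activation or potentiation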
# KCNK3 block – human KCNK3 channel inhibitors, primary screen, CHO cells, FluxOR thallium flux, B-score; 0.84% of 340,000 active; B-score at 10 µM; FluxOR fluorescence; stronger effect = lower value; Potassium channel subfamily K member 3 (Homo sapiens), O14649;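 active = B-score under library mean minus 4 SD, starting fluorescence ratio at most library mean plus 5 SD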;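 also: more negative B-score means stronger inhibition of thallium flux through KCNK3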
# KCNK9 inh – KCNK9 potassium channel inhibitors, primary screen, HEK293 cells, thallium flux; B-score at 10 µM; Potassium channel subfamily K member 9 (Homo sapiens), Q9NPC2; 1.2% of 310,000 active; AID 488922, 2010; FluxOR thallium flux fluorescence; stronger effect = lower value;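 active = ratio B-score over 3 SD below the library mean, with starting fluorescence within 5 SD of its mean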;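 also: negative B-score means less thallium flux so channel inhibition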
# Target sequence (Q9NPC2 whole entry, looked up): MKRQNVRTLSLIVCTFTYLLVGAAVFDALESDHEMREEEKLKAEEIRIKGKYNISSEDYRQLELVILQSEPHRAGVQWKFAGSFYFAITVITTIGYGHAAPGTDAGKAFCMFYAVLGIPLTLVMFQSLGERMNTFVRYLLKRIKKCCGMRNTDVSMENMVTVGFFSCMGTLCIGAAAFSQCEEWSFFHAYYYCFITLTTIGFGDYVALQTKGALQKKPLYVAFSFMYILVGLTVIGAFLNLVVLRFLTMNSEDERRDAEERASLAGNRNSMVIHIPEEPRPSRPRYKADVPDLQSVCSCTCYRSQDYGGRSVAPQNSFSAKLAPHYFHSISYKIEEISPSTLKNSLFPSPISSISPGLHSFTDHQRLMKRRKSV
# RGS4 act – RGS4 potentiators or activators, primary screen, cell-based, HEK293 M3R inducible RGS4, calcium flux; carbachol calcium flux Fluo4; stronger effect = lower value; B-score at 10 µM; 0.92% of 310,000 active; AID 463111, 2010;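 active = B-score of the integrated calcium signal more than 4 SD below the library mean, with starting fluorescence not abnormally high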;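 also: negative B-score means reduced calcium response which marks RGS4 activation or potentiation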
#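 Detection: kinetic calcium fluorescence imaging with Fluo4-AM dye, 2 µM / Material: HEK293 cells with stable M3R and inducible RGS4 / Schedule: recording 10 s baseline at 1 Hz, 100 s post-agonist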
# KCNQ1 act – potentiators or activators of KCNQ1 channel, primary screen, cell-based, thallium flux, high-throughput; Potassium voltage-gated channel subfamily KQT member 1 (Homo sapiens), P51787; CHO-K1 KCNQ1, thallium flux FluxOR fluorescence; stronger effect = higher value; B-score at 10 µM; 0.35% of 310,000 active; AID 2648, 2010;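 active = fluorescence ratio B-score, a plate-corrected score, at least three library SD, with initial intensity B-score within 5 SD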
#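 Medium – assay buffer, equal DMSO in all wells · Material – CHO-K1 cell line with stable KCNQ1 potassium channel expression · Signal – kinetic FluxOR thallium fluorescence, 10-s 1-Hz baseline, 110-s post-stimulus read · Compound – single concentration per compound, DMSO matched to controls · Schedule – 37 °C overnight plating, 90-min dark dye load, 20-min compound pretreatment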
# SKKanGAS inh – S. pyogenes SKKanGAS growth inhibitors in kanamycin, primary screen, streptokinase expression inhibitor project, SKKanGAS strain, BacTiter-Glo luminescence; 6 h; inhibition, % at 7.5 µM; 1.3% of 300,000 active;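 active = mean replicate score, as percent of positive control median, at least 50; inconclusive = mean below 50 but one replicate at or above 50; inactive = mean and every replicate below 50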;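 also: strain carries kanamycin resistance gene driven by streptokinase promoter and grows in 40 µg/ml kanamycin; loss of luminescence reflects streptokinase promoter inhibition or plain growth inhibition; 0% = median of DMSO wells and 100% = positive control at its reference dose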
# hERG rescue – hERG rescue from dofetilide block, primary screen, cell-based, CHO-hERG, FluxOR thallium flux, dofetilide IC70. dofetilide IC70 present. activation (rescue from dofetilide block), less the hit threshold, % at 10 µM. 0.51% of 310,000 active;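 active = activation above the mean of controls blocked by dofetilide plus 5 SD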;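 also: thallium influx through hERG after potassium depolarization seen as dye fluorescence rise; in these data hits start at about 4.7%; inactives centre near -7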
# Starred values were filed as active, the others as inactive; i = inactive; ? = inconclusive; / = no result given.
Compound	KCNQ1 inh	HDAC3 inhib	ANO1 block	hERG rescue	TMEM16A act	RGS4 act	KCNK9 inh	RGS4 block	KCNQ1 act	SKKanGAS inh	KCNK3 block
Cc1cc(NC(=O)CSc2nc(=O)n(CCN(C)C)c3c2CCCC3)no1	i	0	i	-9	i	i	i	i	i	-1	i
Cc1ccc(NCC(=O)NNC2=NCCC2)c(C)c1	i	3	i	-7	i	i	i	i	i	-2	i
O=C(N/N=C/c1cccc([N+](=O)[O-])c1)c1cc(-c2ccc3c4c(cccc24)CC3)n[nH]1	i	-1	i	-3	i	i	i	i	i	11	i
Cc1ccc(CCN2CC(C(=O)NCCCN3CCC(C)CC3)CC2=O)cc1 (stereo not given)	i	-3	i	-3	i	i	i	i	i	-3	i
CCOC(=O)C1=C(c2ccccc2)OC(N)=C(C#N)C1c1ccc(Br)s1 (stereo not given)	i	13	i	-12	i	i	-7.3*	i	i	12	i
COc1cccc(-n2c(N)c(C#N)c3ccc([N+](=O)[O-])cc3c2=O)c1	i	-3	i	-4	/	i	i	i	i	10	/
CCOc1cc2[nH]c(=O)n(Cc3ccc(C(=O)NCCCN4CCC(C)CC4)cc3)c(=O)c2cc1OCC	i	-6	i	-2	i	i	i	i	i	-8	i
O=C(CSc1ccc(F)cc1)N1CCC(c2nc3ccccc3s2)CC1	i	3	100*	-18	i	i	i	i	i	-2	i
O=C(CNC(=S)NC(=O)c1ccc(Br)o1)c1ccccc1	i	/	i	-1	i	i	i	i	i	-6	i
COC(=O)c1ccc(NC(=O)CC2C(=O)N(c3ccc(C)cc3)C(=O)N2CC(C)C)cc1 (stereo not given)	i	5	i	-15	i	i	i	i	i	6	i
Cc1ccccc1NC(=O)c1cccc(NC(=O)CCC(=O)O)c1	i	2	i	-4	i	i	i	i	i	6	i
O=C(c1cc2ccccc2[nH]1)N1CCOCC1	i	/	i	-8	i	i	i	i	i	3	i
CCC(C(=O)c1ccc(O)cc1)c1ccccc1 (stereo not given)	i	-9	i	-5	i	i	i	i	i	-3	i
Cc1cc(C)n(CCCNC(=O)C2CC(=O)N(Cc3ccccc3)C2)n1 (stereo not given)	i	?	i	-11	i	i	i	i	i	16	i
Nc1ccccc1C(=O)NCc1ccc(Cl)cc1	i	-35	i	-7	i	i	i	i	i	2	i
Cc1ccccc1NC(=O)CC(O)(C(F)(F)F)C(F)(F)F	i	-3	i	-18	i	i	i	i	i	-3	i
Nc1cc(-c2ccccc2)nn1S(=O)(=O)c1ccc(Br)cc1	i	-4	i	-9	i	i	i	i	i	9	i
COc1cc2c(cc1OC)CN(CC(=O)Nc1ccc(Cl)cc1Cl)CC2	i	-6	i	-9	i	i	i	i	i	2	i
CC(CC(=O)NNC(=O)c1cccc(Cl)c1)c1ccccc1 (stereo not given)	i	-5	i	-2	i	i	i	i	i	2	i
CC(=O)Nc1ccc(S(=O)(=O)NC2CC3CCC2C3)cc1 (stereo not given)	i	-4	i	-2	i	i	i	i	i	-3	i
O=[N+]([O-])c1cc(-c2cnc3ccccc3n2)ccc1Oc1ccc(Br)cc1	i	-8	i	-11	i	i	i	i	i	19	i
O=C(CSc1cccc[n+]1[O-])Nc1cc(S(=O)(=O)N2CCOCC2)ccc1Cl	i	2	i	-4	i	i	i	i	i	4	i
COCC1CCCC1OS(N)(=O)=O (stereo not given)	i	2	i	-3	i	i	i	i	i	2	i
O=C(NC1CCN(S(=O)(=O)c2ccccc2)CC1)c1cccc(F)c1	i	-1	i	-7	i	i	i	i	i	-13	i
O=C(c1ccc2[nH]ccc2c1)N1CCCC(Nc2ccccc2)C1 (stereo not given)	i	/	i	-7	i	i	i	i	i	-4	i
CC1CC=C(c2ccccc2)C(=S)N1 (stereo not given)	i	9	i	-4	i	i	i	i	i	-20	i
Cc1ccc(N=Cc2sccc2C)cc1C	i	1	i	-2	i	i	i	i	i	-12	i
Cc1ccccc1Cn1cc(NC(=O)c2cc(-c3ccco3)on2)cn1	i	5	i	-9	i	i	i	i	i	3	i
O=C(Nc1cccc(O)c1)c1cccc(C(=O)Nc2cccc(O)c2)c1	i	-6	i	-3	i	i	i	i	i	-4	i
CCC(=O)NNC(=O)CCC(=O)Nc1ccccc1	i	/	/	-10	/	i	i	i	i	9	/
CCOc1ccc(C(=O)C[n+]2cccc3cc(C)ccc32)cc1	i	3	i	-1	i	i	i	i	i	1	i
Cc1ccc(C)c(S(=O)(=O)C(C#N)c2nc3ccccc3nc2N2CCCC2)c1 (stereo not given)	i	-9	i	-11	i	i	-8.1*	i	i	2	i
COc1cc(C)ccc1S(=O)(=O)n1nc(C)cc1C	i	1	i	-2	i	i	i	i	i	3	i
CC(C)(C)c1ccc(S(=O)(=O)N2CCN(C3CCCC3)CC2)cc1	i	-18	i	-10	i	i	i	i	i	-2	i
COCCn1c(SCC(=O)NC2CCCC2)nc2c(c1=O)SCC2	i	/	i	-8	i	i	i	i	i	2	i
O=C(CSc1nnc(-c2cccc(Cl)c2)o1)Nc1ccc2c(c1)OCCO2	i	-5	i	-10	i	i	i	i	i	/	i
CCN(CC)CC(=O)N1c2ccccc2CCc2ccc(NC(=O)c3cc(OC)c(OC)c(OC)c3)cc21	i	5	i	-3	i	i	i	i	i	11	i
Fc1ccccc1OCCCCn1cncn1	i	3	i	-2	i	i	i	i	i	1	i
CN(C(=O)C(Cl)Cl)C1CC2C=CC1C2 (stereo not given)	i	3	i	-10	i	i	i	i	i	-3	i
O=C(O)c1ccc(CSc2nc3ccc(N4C(=O)C5C6C=CC(C6)C5C4=O)cc3s2)cc1 (stereo not given)	i	/	i	-9	i	i	i	i	i	20	i
Cc1c(C(=O)NCC2COc3ccccc3O2)oc2ccc(S(=O)(=O)N(C)C3CCCCC3)cc12 (stereo not given)	6*	-6	i	-12	i	i	i	i	i	13	i
Cc1cc(CSCc2ccc(Cl)cc2)no1	i	-4	i	-4	i	i	i	i	i	4	i
CCN(CC(=O)Nc1ccccc1C(F)(F)F)C(=O)CCc1ccccc1	i	-2	i	-9	i	i	i	i	i	18	i
O=S(=O)(NC1CCCCCCC1)c1ccccc1F	i	0	i	-5	i	i	i	i	i	-2	i
N#Cc1ccc(C(=O)CSc2nnc(-c3ccc(C(F)(F)F)cn3)s2)cc1	i	10	i	-12	i	i	i	i	i	-17	i
Cc1noc2ncnc(Oc3cc(Cl)ccc3Cl)c12	i	6	i	-8	i	i	i	i	i	-1	i
COc1ccc(C(CNC(=O)CCNC(=O)c2ccc(Br)cc2)N2CCOCC2)cc1 (stereo not given)	i	-12	i	-9	i	i	i	i	i	-12	i
COCCn1ccc(O)c(Cc2ccccc2)c1=O	i	1	i	-5	i	i	i	i	i	-5	i
O=C(CNC(=O)c1ccc(S(=O)(=O)N2CCCC2)cc1)N/N=C/c1ccco1	i	1	i	-14	i	i	i	i	i	-10	i
O=C(Nc1ccc([N+](=O)[O-])cc1)Nc1ccc2[nH]c(=O)[nH]c2c1	i	6	i	-18	i	i	i	i	i	2	i
Cc1ccc(-c2[nH]ncc2C(=O)c2ccccc2C)c(O)c1	i	-6	i	-3	i	i	i	i	i	-5	i
COc1ccc2oc(C(=O)OCC(=O)NC(C)c3ccccc3)c(C)c2c1 (stereo not given)	i	-13	i	-5	i	i	i	i	i	-7	i
Nc1cc(-c2ccc(Br)cc2)nn1S(=O)(=O)c1ccccc1	i	7	i	-16	i	i	i	i	i	-6	i
CS(=O)(=O)c1cccc(NC(=O)c2ccc(Cl)c(Cl)c2)c1	i	-2	i	-10	i	i	i	i	i	-4	i
C=CCn1c(SCC(=O)Nc2c(C)cccc2C)nnc1-c1ccncc1	i	1	i	-6	i	i	i	i	i	0	i
CCOCc1nc(C)c(Cl)c(NS(=O)(=O)c2ccc(N)cc2)n1	i	6	i	-6	i	i	i	i	i	-16	i
CCOC(=O)C(/C=C(\C#N)C(=O)OCC)=C(/N)N1CCN(c2c(C)cccc2C)CC1	i	-9	i	-10	i	i	i	i	i	8	i
COc1ccc(CNC(=O)C2CCCN(S(=O)(=O)c3cccc4nsnc34)C2)cc1 (stereo not given)	i	7	i	-10	i	i	i	i	i	-1	i
Cc1nn(C(=O)c2cc3sccc3[nH]2)c(C)c1C	i	7	i	-1	i	i	i	i	i	-8	i
CN(C)c1ccc(C(C(=O)NC2CCCC2)N(C(=O)c2ccco2)C2CC2)cc1 (stereo not given)	i	2	i	-6	i	i	i	i	i	3	i

# Other entries.
Compound	KCNQ1 inh	HDAC3 inhib	ANO1 block	hERG rescue	TMEM16A act	RGS4 act	KCNK9 inh	RGS4 block	KCNQ1 act	SKKanGAS inh	KCNK3 block
O=C(CN1C(=O)C2C3C=CC(C3)C2C1=O)NCCC1=CCCCC1 (stereo not given)	i	-1	i	-7	i	i	i	i	i	-11	i
CCn1ncc(CN2CCN(Cc3ccc(OC)c(C)c3C)C(CCO)C2)c1C (stereo not given)	i	3	i	-10	i	i	i	i	i	-5	i
CCOC(=O)C1=C(c2ccccc2)OC(N)=C(C#N)C1c1ccc(Cl)s1 (stereo not given)	i	-1	i	-6	i	i	-6.6*	i	i	3	i
COc1ccc(-c2csc(N(CCCN(C)C)C(=O)c3cccs3)n2)cc1	i	3	i	-12	i	i	i	i	i	-2	i
CCN1CCN(C(=O)c2ccccc2N(Cc2ccccc2)S(=O)(=O)c2ccc(OC)cc2)CC1	i	/	i	-11	i	i	i	i	i	-10	i
CN(CCc1ccccc1)C1CCCN(C(=O)Cn2cccn2)C1 (stereo not given)	i	2	i	-6	i	i	i	i	i	2	i
C/C(N)=C(/C#N)C(=O)CSc1n[nH]c(-c2ccccc2Br)n1	i	/	i	-11	i	i	i	i	i	-5	i
NC(=O)COC(=O)c1ccc(-c2ccccc2)cc1	i	3	i	-10	i	i	i	i	i	-10	i
